DAX1 inh-1: DAX1 (NR0B1) inhibitors, primary screen, cell-based, HEK293, Gal4-DAX1, luciferase luminescence; Nuclear receptor subfamily 0 group B member 1 (Homo sapiens), P51843; HEK293 Gal4-DAX1 luciferase reporter; inhibition, % at 6.75 µM; 0.99% of 340,000 active; AID 504766, 2011;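 active means inhibition above the mean over all tested compounds plus 3 SD, cut at about 4.2% in these data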;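 further: 0% = DAX1-transfected cells with DMSO and 100% = empty-vector control cells with DMSO; inhibition shows as a rise in luminescence from relieved DAX1 repression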
Target sequence (P51843 207-470 limits assumed): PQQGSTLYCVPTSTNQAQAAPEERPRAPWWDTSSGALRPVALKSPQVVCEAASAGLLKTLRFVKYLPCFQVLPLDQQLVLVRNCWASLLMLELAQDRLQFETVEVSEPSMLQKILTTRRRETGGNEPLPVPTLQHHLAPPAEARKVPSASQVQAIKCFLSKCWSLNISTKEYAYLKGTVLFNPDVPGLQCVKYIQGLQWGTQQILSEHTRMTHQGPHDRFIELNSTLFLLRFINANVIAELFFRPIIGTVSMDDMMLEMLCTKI
hgDAF-12 ag: H. glycines DAF-12 receptor agonists, primary screen, cell-based, luminescence, HEK293, GAL4 fusion, UAS-luciferase. HEK293 GAL4-hgDAF12 UAS-luciferase reporter, agonist luminescence; normalized to butyrate control. 1.8% of 370,000 active. Nuclear hormone receptor DAF-12 (Heterodera glycines), GAL4 fusion. activation, % at 6.8 µM;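 active means activation above a cutoff set at the mean of all screened compounds plus 3 SD, cut at about 10% in these data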;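 further: 0% = DMSO wells and 100% = sodium butyrate wells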
hcDAF12 agonist: H. contortus DAF-12 nuclear receptor activators, primary screen, cell-based, luminescence, HEK293, lit1-tk-luc reporter; 1.4% of 370,000 active; activation, % at 6.8 µM; HEK293 hcDAF-12 lit1-tk-luc reporter; 0% DMSO, 100% Δ7-dafachronic acid;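 active means activation above the mean of all tested compounds plus 3 SD, cut at about 5.5% in these data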;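 further: 100% = response to 3 µM Δ7-dafachronic acid high control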
GC-A act: GC-A stimulated cGMP production enhancers – HEK293 GC-A cells, cGMP TR-FRET, EC30 ANP, primary screen; 0% at EC30 ANP, 100% saturating ANP; activation, % at 10 µM; 0.14% of 370,000 active; Atrial natriuretic peptide receptor 1 (Homo sapiens), P16066; AID 1671463, 2021; in the data active means activation above about 40%
ADAM17 inh: ADAM17 inhibitors, primary screen, biochemical, QFRET | Disintegrin and metalloproteinase domain-containing protein 17 (Homo sapiens), P78536 | 0.83% of 370,000 active | AID 720648, 2013 | inhibition, % at 6.95 µM | recombinant ADAM17, EDANS/DABCYL FRET peptide cleavage;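 active means inhibition above the mean of compounds lying between control limits plus 3 SD, set per campaign, cut at about 8.5% in these data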;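 further: 0% = DMSO-only wells as the low control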
Target sequence (P78536 215-824 limits assumed): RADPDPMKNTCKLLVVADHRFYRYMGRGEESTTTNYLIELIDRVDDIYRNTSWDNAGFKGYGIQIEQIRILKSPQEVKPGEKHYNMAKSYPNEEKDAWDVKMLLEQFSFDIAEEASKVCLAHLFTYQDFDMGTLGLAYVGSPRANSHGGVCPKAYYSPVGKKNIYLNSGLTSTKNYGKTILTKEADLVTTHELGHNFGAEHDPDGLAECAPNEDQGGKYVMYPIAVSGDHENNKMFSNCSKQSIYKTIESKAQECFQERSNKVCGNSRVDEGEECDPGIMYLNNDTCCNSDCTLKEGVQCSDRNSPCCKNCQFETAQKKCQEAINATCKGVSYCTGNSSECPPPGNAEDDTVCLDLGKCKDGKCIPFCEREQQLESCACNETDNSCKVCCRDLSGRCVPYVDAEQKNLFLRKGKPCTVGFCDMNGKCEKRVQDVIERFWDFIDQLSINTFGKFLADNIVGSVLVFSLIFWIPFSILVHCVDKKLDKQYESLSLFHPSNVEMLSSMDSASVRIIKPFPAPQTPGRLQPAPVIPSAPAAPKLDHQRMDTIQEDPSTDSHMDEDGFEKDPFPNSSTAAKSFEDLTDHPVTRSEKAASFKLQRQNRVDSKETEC
DAX1 inh-2: DAX1 (NR0B1) inhibitors on StAR promoter, primary screen, cell-based, luminescence, SF-1 (NR5A1), full-length DAX-1. HEK293T StAR-luciferase reporter, SF-1/DAX-1 repression relief. inhibition, % at 6.8 µM. 1.1% of 370,000 active. AID 652010, 2013;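 active means inhibition above the mean over all tested compounds plus 3 SD, cut at about 3.6% in these data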;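 further: 0% = DAX-1 cells with DMSO and 100% = cells lacking DAX-1 with DMSO; higher inhibition means more luminescence from relief of DAX-1 repression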
SMARCA2 activ: SMARCA2 (BRM) function activators, primary screen, cell-based, luminescence, high throughput. activation, % at 9.1 µM. 1% of 370,000 active. MG213 cells, MMTV-luciferase reporter, dexamethasone, overnight; in the data active means activation above about 7.8%;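 further: 0% = vehicle wells and 100% = reference activator wells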
FXN GAA850 act: FXN promoter activators, primary screen, cell-based, luciferase luminescence, HEK293 lucGAA850. HEK293 lucGAA850 FXN promoter luciferase reporter, 24 h; percent of 10 µM SAHA response. activation, % at 6 µM. 0.56% of 360,000 active;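 active means activation above the average of all compounds screened plus 3 SD, cutoff fixed separately per campaign, cut at about 7.5% in these data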;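 further: 0% = DMSO wells and 100% = 10 µM SAHA wells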
ssDAF-12 act: S. stercoralis DAF-12 nuclear receptor activators, primary screen, cell-based, luminescence, HEK293, GRIP1 co-expression, lit1-tk-luc; Nuclear hormone receptor DAF-12 (Strongyloides stercoralis); HEK293 ssDAF-12/GRIP1 lit1-tk-luc reporter; % of 3 µM dafachronic acid response; activation, % at 6.8 µM; 1% of 370,000 active;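 active means activation above the mean over all tested compounds plus 3 SD, cut at about 0.9% in these data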;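 further: 0% = DMSO-only wells and 100% = 3 µM delta7-dafachronic acid wells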
ADAM10 inh: human ADAM10 inhibitors, primary screen, biochemical, QFRET, HTS; Disintegrin and metalloproteinase domain-containing protein 10 (Homo sapiens), O14672; recombinant ADAM10, EDANS/DABCYL FRET peptide cleavage, 3 h; inhibition, % at 7 µM; 0.62% of 370,000 active; AID 720582, 2013;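 active means inhibition above a per-campaign cutoff equal to the mean of compounds falling between control-based bounds plus 3 SD, cut at about 20% in these data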;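 further: 0% = DMSO wells while the 100% control is not disclosed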
PG9 binder: binders of HIV-1 gp120 antibody PG9, primary screen, biochemical, TR-FRET; TR-FRET gp120-PG9 antibody binding; HIV-1 gp120 / PG9 antibody interaction; 0.43% of 360,000 active; inhibition, % at 6.7 µM; in the data active means inhibition above about 8.5%
The depositor's hits bear a star; . = no result given.

SMILES	DAX1 inh-1	hgDAF-12 ag	hcDAF12 agonist	GC-A act	ADAM17 inh	DAX1 inh-2	SMARCA2 activ	FXN GAA850 act	ssDAF-12 act	ADAM10 inh	PG9 binder
CC(=O)c1cc2c(C)cc(=O)oc2cc1O	1.5	1.5	-1.4	.	-44.1	0.2	-0.5	0.5	-1.6	-152.1	0.4
CC(C)OCCCNc1nc2c([nH]1)c(=O)n(C)c(=O)n2C	0.0	2.4	0.3	4.2	-2.4	0.0	0.0	-3.1	-0.7	-0.9	-0.3
Cc1ccc(-c2nc3ccccc3[nH]c2=O)cc1	1.6	10.9*	2.9	3.2	-119.9	0.7	3.6	8.6*	0.2	-332.4	1.5
CCN(c1ccccc1)S(=O)(=O)c1cccc(C(=O)NCC(c2ccc(OC)cc2)N2CCCCC2)c1 (stereo not drawn)	1.8	-0.5	-0.8	-0.7	-2.2	-0.3	-3.3	-8.4	-0.6	-7.3	-0.5
Cc1noc(C)c1-c1ccc(C(=O)Nc2cccc(NS(C)(=O)=O)c2)c2occc12	.	-3.1	0.9	16.1	6.5	0.7	-1.3	0.1	-0.6	9.4	-0.9
Cc1cc(CN2CCCCC2C(=O)Nc2ccc(Oc3cccnc3)cc2)oc1C (stereo not drawn)	2.5	2.0	-1.6	2.0	0.4	-1.7	0.1	-0.6	-0.9	-6.5	1.3
COc1ccc(C(CNC(=O)c2ccc(N3CCCC3=O)cc2)N2CCCC2)cc1 (stereo not drawn)	0.9	-2.0	-0.3	-5.6	-1.1	3.1	-4.2	1.0	-0.8	-15.2	-0.8
Brc1nc(-c2ccccc2)nc(-c2ccccc2)c1Br	.	2.2	-0.1	-15.9	-2.8	-0.1	0.7	0.2	-1.3	-0.9	-0.4
O=C(Nc1ccccn1)c1ccc(C(=O)c2ccccc2)cc1	0.3	12.6*	3.0	-2.7	-0.6	9.0*	6.0	6.0	-0.5	2.6	-0.6
Cc1ccc(OCCn2ncc3ccccc3c2=O)c(C)c1	0.1	-2.6	-1.5	-2.7	-4.5	0.0	-0.7	3.9	-1.3	4.4	0.6
CC(=O)c1ccc(S(=O)(=O)Nc2ccc(S(=O)(=O)N3CCCCC3)cc2)cc1	-0.3	-0.5	0.4	-2.1	0.8	2.8	2.5	-0.5	-0.6	1.5	0.4
CCOC(=O)N1CCN(CC(=O)Nc2ccc([N+](=O)[O-])cc2C(=O)Nc2ccccc2F)CC1	-2.6	-3.6	-1.5	-0.6	-4.8	-0.5	0.4	-8.9	-1.3	-11.5	1.6
COCCCn1c(SCC(=O)NC2CCCC2)nnc1-c1cccs1	-1.4	-0.4	-1.1	-2.6	-0.2	0.7	-0.9	2.8	-0.8	6.0	-1.7
Oc1c(Cl)cc(Cl)cc1C=Nc1ccc(Br)cc1	-1.1	2.8	-1.2	2.1	4.3	0.9	-0.3	0.6	-0.7	-3.8	0.2
CC12CCC(C(=O)NCCN3CCCCC3)(CC1=O)C2(C)C (stereo not drawn)	0.1	3.1	-0.1	-0.7	1.3	0.2	-1.2	-1.4	-1.3	5.6	1.0
Cc1ccc(C(=O)N2CCc3ccccc32)cc1C	2.9	6.0	3.5	0.3	-0.3	0.4	4.0	5.8	0.5	3.8	-0.7
COc1ccc(-n2c(Cc3cccn3C)nnc2SCC(=O)Nc2ccccc2C)cc1	0.8	-1.9	0.5	-0.8	1.0	-0.6	-1.3	-1.3	-0.9	3.4	0.6
COc1ccccc1N1CCN(C(=O)CN(c2cc(C)cc(C)c2)S(C)(=O)=O)CC1	-1.5	-4.9	-1.5	1.4	6.3	0.9	-5.1	-1.0	-1.3	9.0	-2.1
CCOC(=O)C(CC)n1cnc2c(cnn2-c2ccc(Cl)cc2)c1=O (stereo not drawn)	-0.3	0.0	-0.9	12.0	-5.1	0.0	-1.4	-2.5	-1.2	3.1	0.1
O=C(c1cn(CC(=O)N2CCCC2)c2ccccc12)C1CCCCC1	0.2	0.5	-1.3	-3.0	-1.8	0.3	-2.9	-0.4	-1.8	1.9	1.6
O=[N+]([O-])c1ccc(N2CCN(Cc3ccncc3)CC2)cc1	-0.1	-3.1	-1.3	3.7	1.4	-0.9	-2.8	0.0	-0.9	3.6	-1.4
O=C(c1cc([N+](=O)[O-])ccc1N1CCOCC1)N1CCN(c2ccc([N+](=O)[O-])cc2)CC1	1.0	0.8	-1.5	-2.0	-3.6	-1.4	2.4	1.8	-1.1	-9.6	18.0*
CCOc1ccc(C(=O)N2CCC3(CC2)NCCc2[nH]cnc23)cc1OCC	0.1	0.7	2.7	0.2	-0.7	0.6	-0.5	0.8	-1.2	-5.9	-2.4
Cc1cccn2c(=O)c(C=Nc3ccccc3)c(NCCO)nc12	0.6	-3.7	2.3	3.0	-148.5	-0.6	-3.4	0.7	-1.1	-453.4	-1.3
Nc1ccc(-n2c(N)c(C(=O)NCc3ccc4c(c3)OCO4)c3nc4ccccc4nc32)cc1	0.2	-2.6	-1.9	-9.3	-20.5	-2.2	-2.7	-4.2	-1.7	-58.1	-3.0

Other structures:
SMILES	DAX1 inh-1	hgDAF-12 ag	hcDAF12 agonist	GC-A act	ADAM17 inh	DAX1 inh-2	SMARCA2 activ	FXN GAA850 act	ssDAF-12 act	ADAM10 inh	PG9 binder
COc1ccc(/C=C/C(=O)N[C@@H](C)C(=O)O)cc1	0.7	1.3	1.9	-0.9	-7.3	-0.1	-4.6	-1.7	-1.1	-3.9	-1.8
CCOC(=O)C1CCCN(C(=O)/C(=C/c2ccco2)NC(=O)c2ccccc2)C1 (stereo not drawn)	0.7	-1.4	1.4	2.6	-0.7	-0.3	-1.8	1.5	-0.7	-6.9	-1.4
O=C(CCCCCN1C(=O)CCC1=O)Nc1ncn[nH]1	0.2	-2.2	0.7	-0.6	-4.1	0.2	0.1	0.1	-1.3	9.4	-1.2
O=C(O)c1ccc(CS(=O)(=O)c2c(Cl)cccc2Cl)o1	0.5	-0.6	-0.8	4.4	-1.5	0.1	-3.2	2.0	-0.8	-1.9	-0.4
CCOc1ccc(N(CC(=O)NC2CCCCC2)S(=O)(=O)c2ccc(C)cc2)cc1	2.1	1.1	0.0	0.4	-0.6	0.1	-3.0	-1.1	-0.6	5.7	-0.5
CCN(CC)CCOC(=O)c1ccc(NC(=O)CCCN2C(=O)/C(=C/c3cccs3)SC2=S)cc1	0.9	-0.4	-0.1	0.6	0.7	6.2*	2.8	0.3	-0.9	3.9	-4.5
CC(=O)Nc1c(C)ccc([N+](=O)[O-])c1C	-0.5	0.3	-1.5	1.7	-0.9	1.8	-3.3	0.5	-1.4	-4.0	2.9
COc1ccc(C(C)(C)C)cc1NC(=O)c1cccc(S(=O)(=O)N2CCN(C(C)=O)CC2)c1	-0.5	-0.9	0.8	-1.5	-1.0	0.5	-3.2	3.6	-0.5	8.7	-1.3
O=C1NC(c2cc(Cl)cc([N+](=O)[O-])c2O)Nc2ccccc21 (stereo not drawn)	2.2	2.4	1.0	3.4	-7.2	0.3	-1.9	-0.2	-1.3	-20.6	0.6
O=C(COc1ccccc1Cl)Nc1nc(-c2cccs2)cs1	0.7	-0.1	-0.9	1.1	7.5	1.9	0.7	0.9	-1.7	15.8	-0.5
CCCc1nc2c(ccc3ccccc32)cc1CC	-0.4	3.3	-1.6	-14.3	-0.3	0.0	0.5	1.1	-1.0	3.1	-1.8
COC(=O)c1cn(C(=O)c2cccc(Br)c2)c2ccccc12	-1.3	-2.9	-2.4	3.1	-2.6	0.0	-1.2	0.0	-1.4	-4.0	1.9
O=C(Nc1nnc(SCc2ccccc2Cl)s1)C1COc2ccccc2O1 (stereo not drawn)	-0.9	3.5	-1.4	.	-2.6	-0.5	-0.1	-1.6	-0.6	-3.1	-0.4
CC(OC(=O)/C=C/c1ccccc1)C(=O)Nc1ccc(C(N)=O)cc1 (stereo not drawn)	0.6	-1.0	-1.5	-3.0	0.1	-1.2	-1.9	1.1	-1.5	6.3	-0.5
O=C(CSc1ccc(-c2ccccc2)nn1)N1CCCCC1	1.2	7.1	4.8	1.1	-9.2	1.5	1.2	3.5	1.0*	-5.0	1.3
CC(C)Nc1nnc(SCC(=O)c2c(N)n(Cc3ccccc3)c(=O)n(C)c2=O)s1	-0.3	1.0	-0.1	-5.8	-1.1	-0.9	-0.4	0.2	-1.8	-1.5	0.0
O=Cc1c[nH]c2ccc(OCc3ccccc3)cc12	-0.5	-2.1	-1.4	6.4	-2.7	-1.6	0.9	3.7	-0.9	-7.5	2.0
COCCNC(=O)c1c[nH]c2ccc(OC)cc2c1=O	-0.1	-0.6	0.6	0.7	-6.3	0.1	-1.7	3.0	-1.3	-21.9	-0.7
COc1ccc(OC)c(NC(=O)c2ccc(-c3csc(C)n3)cc2)c1	-0.5	3.3	-0.5	-6.7	0.6	0.3	2.1	3.1	-0.9	3.8	-1.3
CCOC(=O)c1cnc(SCC(=O)Nc2sc(C)c(C)c2C#N)nc1N	-0.4	1.5	0.5	-7.2	1.1	-0.5	-0.8	-1.9	-0.9	1.8	-1.8
CC(CCN1CCN(CCO)CC1)c1ccccc1 (stereo not drawn)	-0.9	-1.5	0.7	-0.8	2.2	0.3	-2.1	1.3	0.0	0.5	-0.3
O=C(O)C1CCN(S(=O)(=O)Cc2ccccc2)CC1	-0.3	-0.1	0.4	3.1	-4.6	0.0	1.4	1.9	-1.2	1.1	-0.4
C[C@]12c3[nH]c4ccccc4c3CCN1C(=O)C(CC(=O)NCCCn1ccnc1)C[C@@H]2C(=O)N1CCOCC1 (stereo partly drawn)	0.2	-0.6	-0.3	0.6	-4.5	1.2	-4.8	1.7	-0.8	-10.7	14.9*
NC(=O)COC(=O)c1ccc2c(c1)S(=O)(=O)N=C1CCCCCN12	2.2	-0.2	4.6	0.9	1.0	0.3	-2.0	3.0	-0.1	-0.5	-1.2
COc1ccccc1NS(=O)(=O)c1cccc(NC(=O)C2CC2)c1	-0.8	-3.4	-0.7	-0.8	0.5	-0.9	-2.5	1.4	-0.9	-4.2	1.2
CC(OC(=O)c1nn(C)c(=O)c2ccccc12)C(=O)Nc1ccc(S(N)(=O)=O)cc1 (stereo not drawn)	2.5	-4.4	0.6	5.0	-3.2	0.8	-1.8	0.6	-1.2	0.9	-0.5
O=C(CNC(=O)c1ccccc1F)OCC(=O)c1c[nH]c2ccccc12	0.8	1.0	2.7	-2.5	-2.5	0.3	2.4	-0.2	0.4	-5.8	-2.4
CN1CCN(c2ccc([N+](=O)[O-])cc2C(=O)Nc2ccccc2)CC1	-0.4	1.8	1.2	-1.4	-0.3	0.4	-3.8	0.7	-1.7	6.3	-2.1
